# CHO-K1 Ca ag – counter-screen for M1 agonists: effect in parental CHO-K1 cells; Fluo-8 calcium fluorescence; scaled to maximal ATP response, vehicle zero; 360,000 compounds, 0.48% hits; activation, % at 3 µM; AID 602248, 2012; in the data active means activation above about 15%;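 further: untransfected CHO-K1 host cells lacking M1 receptor as counterscreen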
# TAAR1 antagonist – human TAAR1 antagonists, primary screen, Fluo-8 calcium fluorescence, CHO RD-HGA16 cells; Trace amine-associated receptor 1 (Homo sapiens), Q96RJ0; antagonist; inhibition, % at 3 µM; 360,000 compounds, 1.5% hits;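 active means inhibition above a per-plate cutoff, the mean inhibition of test compounds on that plate plus 3 SD, cut at about 49% in these data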;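 further: 0% = DMSO plus EC80 beta-PEA response and 100% = DMSO alone without agonist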
# Target sequence (Q96RJ0 whole entry, looked up): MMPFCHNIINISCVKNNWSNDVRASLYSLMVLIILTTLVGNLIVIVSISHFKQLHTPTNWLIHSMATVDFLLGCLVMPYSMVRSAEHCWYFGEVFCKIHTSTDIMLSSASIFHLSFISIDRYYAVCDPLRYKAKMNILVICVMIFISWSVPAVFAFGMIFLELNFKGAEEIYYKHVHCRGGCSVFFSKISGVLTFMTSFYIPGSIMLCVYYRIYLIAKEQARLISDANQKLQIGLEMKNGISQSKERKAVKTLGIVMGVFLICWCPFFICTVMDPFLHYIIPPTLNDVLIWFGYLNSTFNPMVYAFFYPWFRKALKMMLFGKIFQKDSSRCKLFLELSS
#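 Test system: hTAAR1-expressing CHO RD-HGA16 cells, Gα16-coupled; Probe or stimulus: EC80 β-phenethylamine stimulus; Compound dosing: single nominal final test compound concentration of 3 µM; Timing: 140 s kinetic read after compound, 140 s after agonist; Signal: Fluo-8 calcium-sensitive fluorescence; Measure: % inhibition of agonist calcium response; Controls: DMSO and EC80 PEA controls.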
# CHO parental Ca – ATP-evoked calcium signal inhibitors, parental CHO, primary screen, counter-screen for OX1R antagonist project, cell-based, fluorescence, Fluo-8 calcium dye; parental CHO-K1, ATP-induced calcium, Fluo-8 fluorescence; inhibition, % at 5.6 µM; 330,000 compounds, 0.63% hits; AID 463079, 2010;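 active means inhibition above that plate's mean sample inhibition plus 3 SD, cut at about 26% in these data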;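 further: 0% = ATP-challenged DMSO wells and 100% = DMSO wells without ATP; some compounds past the cut are filed as inactive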
#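 Test system: untransfected parental CHO cell line; also added: ATP stimulus; dosing: 5.6 µM, single dose; signal: calcium-sensitive Fluo-8 fluorescence; measure: percent inhibition of ATP-evoked calcium rise, normalized to controls; benchmarks: low control ATP plus DMSO, high control DMSO only; replication: one well per compound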
# TAAR1 agonist – human TAAR1 agonists, primary screen, Fluo-8 calcium fluorescence, CHO RD-HGA16 cells; Trace amine-associated receptor 1 (Homo sapiens), Q96RJ0; vehicle wells 0%, saturating PEA agonist 100%; activation, % at 3 µM; 360,000 compounds, 0.99% hits; AID 624467, 2012;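 active means activation above the mean activation of all test compounds in the run plus 3 SD, cut at about 38% in these data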
#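 test system = CHO RD-HGA16 cells carrying human TAAR1 plus Gα16 | schedule = 17-24 h seeding, 75 min 37 °C dye, 30 min RT | compound dosing = 3 µM single concentration | control set = DMSO and PEA EC100 | replicates = n 1 | signal = Fluo-8 fluorescence, 5 s baseline then 140 s kinetic read | measure = percent activation vs PEA EC100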
# CHO-K1 Ca PAM – nonselective calcium activators in parental CHO-K1 cells, primary screen, counter-screen for M1 PAM project, cell-based, Fluo-8 calcium fluorescence, full deck, 1536-well. activation, % at 3 µM. ATP EC20; 0% at ATP EC20, 100% at ATP max. 360,000 compounds, 0.02% hits;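 active means activation above the run cutoff, the mean activation of all test compounds plus 3 SD, cut at about 40% in these data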;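 further: peak over basal fluorescence ratio in a 140 s read after ATP addition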
# CHO-K1 Ca antag – nonselective inhibitor or artifact in parental CHO-K1 cells; AID 602250; 360,000 compounds, 0.6% hits; inhibition, % at 3 µM; ATP-induced calcium, Fluo-8 fluorescence;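 active means inhibition above a per-plate cutoff, the plate's mean sample inhibition plus 3 SD, cut at about 24% in these data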;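 further: 0% = DMSO plus EC80 ATP and 100% = DMSO alone without ATP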
# CHRM1 agonist – human M1 muscarinic receptor agonists, primary screen, Fluo-8 calcium fluorescence, CHO-K1 cells, HTS; Muscarinic acetylcholine receptor M1 (Homo sapiens), P11229; CHO-K1 hM1, agonist mode; 0% DMSO, 100% acetylcholine EC100; activation, % at 3 µM; 360,000 compounds, 0.33% hits; AID 588814, 2011;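 active means activation above the run's mean compound activation plus 3 SD, cut at about 16% in these data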;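 further: peak over basal fluorescence ratio within a 140 s kinetic read after compound addition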
# Target sequence (P11229 whole entry, looked up): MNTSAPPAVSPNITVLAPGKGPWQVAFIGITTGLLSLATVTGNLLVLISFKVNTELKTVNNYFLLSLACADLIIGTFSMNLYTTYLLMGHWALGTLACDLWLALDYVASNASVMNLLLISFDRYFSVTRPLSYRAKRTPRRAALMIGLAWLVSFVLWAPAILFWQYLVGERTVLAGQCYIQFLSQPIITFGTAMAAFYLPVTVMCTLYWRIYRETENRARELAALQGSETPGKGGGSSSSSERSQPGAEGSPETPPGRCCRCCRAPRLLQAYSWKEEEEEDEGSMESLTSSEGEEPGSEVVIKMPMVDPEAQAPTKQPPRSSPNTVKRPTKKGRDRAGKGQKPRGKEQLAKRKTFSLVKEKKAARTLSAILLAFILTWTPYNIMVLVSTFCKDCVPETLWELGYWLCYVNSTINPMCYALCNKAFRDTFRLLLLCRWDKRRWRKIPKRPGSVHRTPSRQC
# CHRM1 antagonist – human M1 muscarinic receptor antagonists, primary screen, CHO-K1 cells, Fluo-8 calcium fluorescence, 1536-well; Muscarinic acetylcholine receptor M1 (Homo sapiens), P11229; CHO-K1 hM1, ACh EC80 antagonist; inhibition, % at 3 µM; 360,000 compounds, 1.3% hits; AID 588852, 2011;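 active means percent inhibition above its own plate's cutoff, namely the mean of that plate's compound wells plus 3 SD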;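 further: peak over basal fluorescence ratio during 140 s after agonist addition; 0% = ACh EC80 plus DMSO and 100% = DMSO alone without agonist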
# OXTR potentiate – human OXTR potentiators, primary screen, fluorescence, CHO-OTR cells, Fluo-8 calcium; AID 2445, 2010; Fluo-8 calcium fluorescence, potentiator mode; 0% = oxytocin EC15, 100% = EC100; Oxytocin receptor (Homo sapiens), P30559; activation, % at 3 µM; 320,000 compounds, 0.061% hits;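 active means activation above that plate's cutoff, the mean activation of tested compounds plus 3 SD, cut at about 6.6% in these data, passing the limit was not always enough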;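 further: 100% uses oxytocin at 75 nM as the full agonist control; some results filed as inactive read as strong as hits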
#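 System: human OTR in CHO cells; Also added: sub-maximal oxytocin, roughly EC15; Timing: compound 6 min at room temperature before oxytocin, 100 s read; Technique: Fluo-8 intracellular calcium fluorescence, ex 470-495, em 515-575 nm; Controls: oxytocin EC15 low and EC100 high; Replication: singlicate.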
# * hit, by the source's call; nt = not tested or not shown.
SMILES	CHRM1 antagonist	CHO-K1 Ca PAM	TAAR1 antagonist	CHRM1 agonist	TAAR1 agonist	OXTR potentiate	CHO-K1 Ca antag	CHO parental Ca	CHO-K1 Ca ag
CCN(CC)c1cc(C)c2cc(NC(=O)c3cccs3)ccc2n1	-4	15	1	-6	3	0	-7	-17	1.4
CC(C)COC(=O)N(C)C[C@H]1OCc2cnnn2CCCC(=O)N([C@@H](C)CO)C[C@H]1C	-18	16	-6	-3	5	nt	-15	nt	0.3
O=C(O)C1=C[C@@H](C2CCCCC2)C[C@@H](OCCCCO)O1	-1	11	5	-3	0	-7	-1	-10	-0.7
O=C(O)/C=C/c1cccc(NC(=O)c2ccc(Cl)cc2)c1	1	2	8	-4	5	-5	-4	3	0.7
O=C(CN(C(=O)c1csnn1)c1cccc(Cl)c1)NC1CCCCC1	5	-13	0	-5	3	-10	2	0	0.4
COc1ccc(/C=C2\SC(=O)N(CCCC(=O)Nc3ccc(C(=O)O)cc3)C2=O)cc1	-16	-11	-17	-1	1	nt	9	nt	0.0
O=C(Nc1cccc(-c2nc3ccccc3s2)c1)c1cccs1	30*	6	0	-11	3	-13	6	-17	2.4
NC(=O)c1ccccc1NC(=O)Nc1ccccc1Cl	0	-5	-9	-2	6	-10	13	-4	0.5
CC(C)Sc1nc2ccc(N3C(=O)C4CCCCC4C3=O)cc2s1 (stereo not drawn)	-3	10	17	-8	11	-2	-4	-9	0.8
COc1cc(Nc2nc3ccccc3n3nnnc23)cc(OC)c1OC	2	1	23	0	7	-9	16	-14	0.9
Cc1c(C(=O)Nc2cccc(Cl)c2)oc2ccc(S(=O)(=O)N3CCC4(CC3)OCCO4)cc12	7	24	nt	-3	nt	-5	-15	-6	0.5
COc1ccc(C(=O)N2CCN(Cc3ccccn3)CC2)cc1	-12	10	-4	-4	1	-4	-13	1	1.3
NS(=O)(=O)c1ccc(CNC(=S)Nc2ccc(F)c(Cl)c2)cc1	-6	7	30	-2	6	-2	-2	10	0.2
CCC(C)(C)n1nnnc1C(c1ccccc1F)N1CCN(C(=O)c2ccco2)CC1 (stereo not drawn)	-1	11	-2	-4	3	-1	-5	-5	4.8
COCCn1c(C)cc(C2=NNC(=Nc3ccccc3)SC2)c1C	2	-6	10	-4	4	-1	12	-10	-0.3
O=C(CC(c1ccco1)S(=O)(=O)c1ccccc1)c1ccc(F)cc1 (stereo not drawn)	11	24	17	-5	14	-3	-14	-15	1.2
CC(=NNc1ccc2ccccc2n1)c1ccccc1O	-14	8	-4	-9	-2	nt	-6	nt	-0.2
Cc1cccc(NC(=O)c2ccc3c(=O)n4c(nc3c2)CCCCC4)n1	-4	0	-24	-6	5	2	4	-19	1.3
COc1cccc(-n2c(SC3CCOC3=O)nc3ccccc3c2=O)c1 (stereo not drawn)	2	-13	26	-4	6	-8	-7	-10	0.1
COCCN1C(=O)c2ccc(C(=O)NCc3ccco3)cc2C1=O	-8	4	-20	0	0	5	11	-4	0.8
Cc1ccc(-n2c(SCC(=O)NC3CCCCC3)nc3c(c2=O)SCC3)cc1	-12	4	-25	-1	0	-3	-2	-9	0.2
CN1CCN(S(=O)(=O)c2ccc(NC(=O)c3cccc(S(=O)(=O)N4CCCC4)c3)cc2)CC1	98*	-6	6	-5	3	-19	2	-15	0.1
CC(C)CC(C(=O)NC(=O)NCc1ccccc1)N1C(=O)c2ccccc2C1=O (stereo not drawn)	12	-10	nt	-2	nt	-15	20	-20	-0.6
CCOC(=O)c1cnc2ccccc2c1Nc1ccc2c(c1)OCCO2	4	17	1	-8	1	-4	-9	10	1.1
Cc1ccc(NC(=O)CN2C(=O)C3CC=CCC3C2=O)cc1S(=O)(=O)N1CCOCC1 (stereo not drawn)	-2	-14	-25	-5	3	-4	-1	-10	3.2
CC(C)C1C(=O)N(Cc2cn(CCC3OCCCO3)nn2)CCS(=O)(=O)N1Cc1ccc(-c2cccc(N(C)C)c2)cc1 (stereo not drawn)	0	13	-10	-2	2	nt	-19	nt	0.8
O=C(CC1C(=O)NCCN1Cc1cccc(F)c1F)NCCCC1CCCC1 (stereo not drawn)	-16	8	1	-1	1	-4	-13	-28	0.0
Cc1cccnc1CN1CCN(Cc2nc(Cc3cccc(F)c3)no2)CC1	7	9	-10	-8	0	-1	-7	-18	0.8
Cc1ccc2[nH]c(O)c(N=NC(=O)CCc3ccccc3)c2c1Br	-8	20	-14	-4	0	-13	0	-18	1.0
CSc1nnc(SCC(=O)Nc2ccc3[nH]c(=O)[nH]c3c2)s1	-4	8	9	-2	3	-3	-4	-15	-0.3
COC(=O)c1ccccc1NC(=O)c1cnn2cccnc12	0	0	-10	-6	1	-1	0	-8	0.2
COc1ccc(CCNC(=O)c2c[nH]c3ccccc3c2=O)cc1OC	5	8	15	0	11	-4	-8	-2	2.8
O=C(NCc1ccccc1Cl)C1CCC(CNc2c(N3CCCCC3)c(=O)c2=O)CC1 (stereo not drawn)	-11	4	5	12	1	-1	4	-7	-0.3
COc1ccccc1-n1cnc2c(c1=O)c1nc3ccccc3nc1n2-c1ccc(C)cc1	-4	3	10	-8	2	-6	14	-12	-0.1
Cc1cccc(N2CCN(C(=O)CN3C(=O)NC(C)(C)C3=O)CC2)c1C	15	-12	43	0	10	-2	23	-2	7.7
O=C(CN(Cc1ccco1)C(=O)CCC(=O)Nc1ccccn1)NCc1ccccc1	-17	5	-9	-1	-1	0	-8	-6	0.7
COc1ccc2c(c1)O/C(=C\c1ccccc1O)C2=O	5	-14	-27	-1	0	-12	2	-8	0.4
CNC[C@H]1Oc2c(NC(=O)C3CC3)cccc2C(=O)N([C@H](C)CO)C[C@@H]1C	1	15	8	-5	1	1	-12	7	0.4
Cc1cc(C)cc(-n2nnc(C(=O)NCc3ccc4c(c3)OCO4)c2N)c1	3	8	10	-1	-1	-15	-1	-20	2.0
O=C1NC(=S)N/C1=C\c1ccc(Oc2ccc(C(F)(F)F)cc2[N+](=O)[O-])c(Cl)c1	-27	3	-2	-1	1	-7	-12	-4	-0.1
COc1ccc2c(c1)C(=NNc1ccc(C(=O)O)cc1)c1cc(OC)ccc1-2	-8	9	-12	-5	0	-3	-8	-4	1.4
O=C(Nc1ccc(S(=O)(=O)Nc2cnc3ccccc3n2)cc1)c1cccc(OC(F)F)c1	-6	25	-24	-7	14	-3	-7	-9	0.2
CCN(c1ccccc1)S(=O)(=O)c1cccc(C(=O)N(C)CC(=O)Nc2ccc(F)c(F)c2F)c1	7	12	9	-2	4	nt	-14	nt	8.9
Cc1sc2nc(SCC(=O)N3CCN(CCO)CC3)n(-c3ccccc3)c(=O)c2c1C	-4	12	-8	-1	2	1	-14	-18	-0.1
Cc1cccc(NC(=O)c2sc3nc(C)nc(N4CCOCC4)c3c2C)c1	-9	1	41	-3	7	nt	-7	nt	2.5
O=C(CCCCC(=O)NN=Cc1ccc2c(c1)CCC2)NN=Cc1ccc2c(c1)CCC2	-16	6	-33	-3	0	nt	-10	nt	0.4
C=CCC[C@H](Cc1ccc(F)cc1)C(=O)OC[C@@H](NC(=O)[C@@H](CC=C)CC(=O)N[C@@H](CO)Cc1ccccc1)C(C)(C)C	8	-1	51*	-1	13	-9	-6	-10	-0.1
CCC(COC)Oc1cc(NCc2ccccc2)c2ncn(C(C)C)c2c1 (stereo not drawn)	2	7	7	-8	17	1	-13	-3	1.8
CN(CC(=O)Nc1ccc(Cl)c(Cl)c1)C(=O)/C=C/c1ccc(F)cc1	0	-9	-4	-2	13	-6	26*	-11	-0.8
CCC(=O)NC(=S)Nc1cccc(Cl)c1N1CCCCC1	14	-7	-8	-8	-1	-7	3	-28	0.0
COc1ccc2cc(C(=O)C3CCCN(Cc4cnc(C)s4)C3)ccc2c1 (stereo not drawn)	-1	-2	-18	-10	6	-23	-4	-30	2.1
Cc1ccc(-c2ccc(=O)n(CC(=O)Nc3ccc4c(c3)OCCO4)n2)cc1	-10	21	-5	-4	-2	-4	-13	-14	1.2
COc1ccc(N(C(=O)c2ccco2)C(C(=O)NC2CCCC2)c2ccc(OC)c(OC)c2)cc1 (stereo not drawn)	-11	-4	2	-6	-2	4	-8	-14	0.3
O=[N+]([O-])c1cccc(/C=N/Nc2ccccn2)c1	-3	18	18	-2	3	-3	2	-6	-0.4
COc1ccccc1NS(=O)(=O)c1cccc(C(=O)NCc2ccncc2)c1	-8	-11	-15	2	5	-9	-11	-15	1.0
COc1cc(Cl)c(C)cc1NC(=O)COC(=O)c1cnc(C)cn1	-8	7	4	-3	0	-8	-2	-19	-0.2
CCN(CC(=O)Nc1ccccc1C(F)(F)F)C(=O)c1ccc(=O)n(Cc2ccccc2)n1	1	12	-24	-2	0	-1	-4	-10	0.7
O=S(=O)(c1ccc(-c2ccccc2)cc1)N1CCOCC1	6	-2	6	-6	5	-5	0	-3	0.1
CC1(C)CC(NC(=O)COc2ccc(Br)cc2Cl)CC(C)(C)N1	-2	-7	-22	-4	1	-6	5	-8	5.7
CCOC(=O)N1CCC(Nc2c(NCCCOC)c(=O)c2=O)CC1	-14	8	11	-5	1	-5	-18	0	-0.1
CN(CC(=O)Nc1c(Cl)cccc1Cl)C(=O)C1CSC2(C)CCC(=O)N12 (stereo not drawn)	7	-4	1	-2	2	5	10	-7	0.5
Cc1onc(-c2ccccc2)c1-c1nc2ccccc2c(=O)o1	-19	-2	1	-6	4	-7	14	-3	-0.4

# Screens deposited in PubChem BioAssay by The Scripps Research Institute Molecular Screening Center.
